# Source: PubChem (several laboratories)
# PPARg SRC-1 ag: agonists of human PPARgamma SRC-1 coactivator recruitment; PPARgamma-SRC-1 coactivator recruitment biochemical assay; activation, % at 8 µM; 200,000 compounds, 0.41% hits; in the data active means activation above about 19%;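 further: 0% = DMSO and 100% = reference agonist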
# Target sequence (P37231 whole entry, looked up): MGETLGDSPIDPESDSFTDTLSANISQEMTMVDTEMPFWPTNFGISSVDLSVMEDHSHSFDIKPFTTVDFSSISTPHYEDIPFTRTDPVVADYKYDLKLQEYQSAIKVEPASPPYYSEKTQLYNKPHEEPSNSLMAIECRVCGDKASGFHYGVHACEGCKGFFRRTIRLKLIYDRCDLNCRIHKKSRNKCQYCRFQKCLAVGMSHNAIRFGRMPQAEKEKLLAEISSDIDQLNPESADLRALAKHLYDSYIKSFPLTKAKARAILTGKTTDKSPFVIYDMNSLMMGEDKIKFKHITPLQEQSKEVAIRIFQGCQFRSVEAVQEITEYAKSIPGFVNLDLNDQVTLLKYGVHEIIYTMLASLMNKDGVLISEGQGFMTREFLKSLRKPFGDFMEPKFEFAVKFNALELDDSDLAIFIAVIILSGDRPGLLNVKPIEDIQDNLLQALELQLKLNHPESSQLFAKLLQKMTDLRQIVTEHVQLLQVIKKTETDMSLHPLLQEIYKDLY
# PMI act: increases human mannose-6-phosphate isomerase activity. 190,000 compounds, 0.005% hits. activation factor at 20 µM. P34949. purified human PMI, coupled resazurin fluorescence, 20 min; hits give high values; 1 = vehicle control, 0 substrate-free wells;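 active means activation factor of 2 or more at 20 µM, relative to plate controls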
# Diaph inh CS: inhibits diaphorase or chemically oxidizes, flagging diaphorase assay artifacts | diaphorase resazurin-to-resorufin fluorescence, NADH, 16 min; bacterial (C. kluyveri) enzyme, not human | inhibition, % at 20 µM | 190,000 compounds, 0.69% hits | AID 1217;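 active means primary screen inhibition at 20 µM above a set limit, cut at about 50% in these data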;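 further: plate controls were DMSO with full reaction for no effect and wells lacking NADH for full effect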
#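 Benchmarks: positive control wells lacking NADH, neutral wells with DMSO only. System: bacterial diaphorase enzyme (C. kluyveri). Input: 0.14 U/mL diaphorase, enzyme working solution. Detection: resorufin fluorescence, excitation 544 nm, emission 590 nm. Times: 16-min room-temperature incubation before reading.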
# PPARg SRC3 recr: PPARgamma-driven SRC-3 recruitment agonism; P37231; biochemical PPARgamma/SRC-3 coactivator recruitment assay; activation, % at 8 µM; 200,000 compounds, 0.26% hits; AID 731; in the data active means activation above about 23%;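 further: 0% = DMSO and 100% = reference agonist; some compounds past the cut are filed as inactive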
# PMI act satM6P: increases human PMI activity with near-saturating mannose 6-phosphate | coupled PMI enzyme assay, resazurin fluorescence, 20 min; hits give high values; 1 = untreated enzyme, 0 = substrate-free blank | activation factor at 20 µM | 190,000 compounds, 0.34% hits | AID 1216;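 active means activation factor of 2 or more at 20 µM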
#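 Test system: human PMI in coupled enzyme assay; Input: PMI at 15 ng/mL final; Medium: HEPES buffer, pH 7.4; Schedule: 20 min incubation at room temperature; Technique: resorufin fluorescence at Ex 544/Em 590 nm; Compound: 20 µM single dose; Probe or stimulus: Near-saturating mannose-6-phosphate, 1.0 mM.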
# S1P3 antagonist: antagonists of human S1P3 receptor; Q99500; CHO S1P3 NFAT-BLA reporter, FRET fluorescence, antagonist mode; inhibition, % at 4.98 µM; 170,000 compounds, 0.27% hits;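 active means inhibition above the plate cutoff, the mean inhibition of test wells on that plate plus 3 SD, cut at about 28% in these data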;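 further: cells challenged with S1P at its EC80 of 0.8 µM; blue over green emission ratio from cleaved BLA substrate after 4 h stimulation; 0% = S1P-stimulated wells and 100% = unstimulated DMSO-only wells; some compounds past the cut are filed as inactive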
# G6PDH CS: inhibits Leuconostoc G6PDH, flagging false hits in G6PDH-based assays; Purified L. mesenteroides G6PDH, diaphorase/resazurin coupled fluorescence, 45 min; inhibition, % at 5 µM; 200,000 compounds, 0.12% hits; in the data active means inhibition above about 50%
# Diaph act CS: counter-screen for diaphorase-based assays: diaphorase activators and chemical reducers; Diaphorase/resazurin coupled assay, resorufin fluorescence, 16 min; hits give high values; 1 = vehicle wells, 0 = NADH-free wells; activation factor at 20 µM; 190,000 compounds, 0.005% hits;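 active means diaphorase activity raised at least twofold by the compound at 20 µM; inactive means activation factor below 2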
#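 Material: bacterial diaphorase enzyme (C. kluyveri); amount: enzyme 0.07 U/mL final; reagent: NADH substrate 0.114 mM plus resazurin dye 0.1 mM, final; doses: single compound dose of 20 µM, 1% DMSO final; timing: 16 min enzyme reaction, ambient temperature; measured by: fluorescence of resorufin, 544 nm excitation, 590 nm emission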
# PPARg SRC-2 ag: promotes SRC-2 coactivator recruitment by human PPARgamma | PPARgamma LBD-SRC-2 recruitment, biochemical | 200,000 compounds, 0.34% hits | activation, % at 8 µM | P37231; in the data active means activation above about 22%;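 further: 0% = vehicle and 100% = reference agonist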
# ROMK mod: modulators of human ROMK potassium channel. 130,000 compounds, 2% hits. Tet-inducible ROMK, thallium flux fluorescence; actives lie on both sides. B-score at 10 µM;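 active means signal ratio slope over the read window, or its plate-corrected B-score, at least 3 SD from the plate mean, either direction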;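 further: B-score of the F/F0 ratio slope over 7 to 12 s after thallium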
# Target sequence (P48048 whole entry, looked up): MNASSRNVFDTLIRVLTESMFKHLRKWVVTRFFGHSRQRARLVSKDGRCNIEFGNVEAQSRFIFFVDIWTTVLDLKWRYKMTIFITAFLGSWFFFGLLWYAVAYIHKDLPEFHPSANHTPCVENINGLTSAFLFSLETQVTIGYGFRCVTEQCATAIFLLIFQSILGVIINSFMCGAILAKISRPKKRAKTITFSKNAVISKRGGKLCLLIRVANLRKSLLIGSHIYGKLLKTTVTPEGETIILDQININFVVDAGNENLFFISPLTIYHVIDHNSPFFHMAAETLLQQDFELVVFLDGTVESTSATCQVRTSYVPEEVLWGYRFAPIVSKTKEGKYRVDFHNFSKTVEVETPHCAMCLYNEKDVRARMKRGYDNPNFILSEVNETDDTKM
# TR-FRET SRC-2 ct: counter-screen for PPARgamma SRC-2 recruitment agonists: TR-FRET artefact; hits give high values; TR-FRET ratio at 8 µM; 200,000 compounds, 0.4% hits; AID 1049; in the data active means TR-FRET ratio above about 2000; further: inactives centre near 1500
# * hit, by the source's call; . = not tested or not shown.
SMILES,PPARg SRC-1 ag,PMI act,Diaph inh CS,PPARg SRC3 recr,PMI act satM6P,S1P3 antagonist,G6PDH CS,Diaph act CS,PPARg SRC-2 ag,ROMK mod,TR-FRET SRC-2 ct
Nc1ccc2nc(-c3cccs3)[nH]c2c1,7,0.9,17,15,0.7,.,4,0.8,14,0.26,1883
O=C(O)C1CCCN1C(=O)Oc1ccccc1 (stereo not given),-1,1,6,-6,1.1,-3,8,0.9,-1,1.3,1456
O=C1CN(S(=O)(=O)c2ccc(F)cc2)CC(=O)N1CCc1ccccc1,-2,1,7,16,1.1,11,10,0.9,2,.,1775
CCOCCCNS(=O)(=O)c1ccc2c(c1)OCCO2,-11,1,6,-7,0.9,-45,1,0.9,6,0.054,1367
Cc1ccc(NC2CC(=O)N(c3ccc(C)cc3)C2=O)cc1 (stereo not given),-1,1.1,0,-14,1,.,7,1,-5,.,1347
CCOCc1c(C(=O)OCC(=O)Nc2ccc(C)c(S(=O)(=O)N(C)C)c2)oc2ccccc12,6,0.8,29,5,0.9,3,-15,0.7,-2,.,1372
O=C1c2ccccc2C(=O)N1CCCCSc1nnc2c(Cl)cc(Cl)cn12,-2,0.9,18,-8,1,.,3,0.8,3,.,1511
CC(C)(C)C(=O)Nc1c2c(nc3c1CCC3)CCCC2,-5,1,15,-10,0.9,-28,1,0.9,-11,.,1439
COc1ccccc1C(=O)Nc1ccc(Oc2ncnc3sc(-c4ccccc4)cc23)cc1,10,1,11,7,1,.,7,0.9,1,0.031,1500
CCCn1c(=O)c2ccccc2n2c(SCC(=O)c3ccc(F)cc3)nnc12,.,1.1,5,.,1.1,-16,0,0.9,.,.,.
CN(C)S(=O)(=O)c1cccc(C(=O)NC2CCCc3ccccc32)c1 (stereo not given),3,1,4,4,0.9,.,5,1,10,-0.17,1729
CN(NS(=O)(=O)c1ccc(Br)cc1)c1nc(C(F)(F)F)nc2ccccc12,4,1,20,-1,0.9,2,-1,0.8,2,.,1662
CCOC(=O)CC(=O)Nc1ccc(Br)cc1C(=O)O,5,0.9,17,0,0.9,-21,7,0.8,-4,1.2,1520
CSCCC(Nc1ccc(S(=O)(=O)N2CCOCC2)cc1[N+](=O)[O-])C(=O)OCC(=O)NCC(C)C (stereo not given),4,1.1,12,0,1.1,-8,14,0.9,-1,0.19,1410
Cc1ccc(S(=O)(=O)NC2=NCN(C3CCCCC3)CN2)cc1,0,1,1,12,1.1,-30,1,1,2,.,1465
Cc1ccc2c(c1)C(C)CC(C)(C)N2C(=O)NC1CCCCC1 (stereo not given),-2,0.9,13,1,0.9,.,2,0.9,1,.,1492
Cc1cc(N2C(=O)C(=O)/C(=C(/O)c3ccc(F)cc3)C2c2ccc(F)cc2)no1 (stereo not given),2,1,7,0,1.1,.,3,0.9,5,-0.38,1588
C/C(=N\NC(=O)C(N)=O)c1ccc(OC(F)F)cc1,-1,1,1,3,1,9,-3,1,7,-1.2,1748
Cc1ccc(NC(=O)CN(C)C(=O)CSc2nc3ccccc3c(=O)n2Cc2ccco2)cc1,-2,0.9,26,13,0.9,.,-4,0.7,-2,.,1649
COc1ccc(CCN2C(=O)C(O)=C(C(C)=O)C2c2ccccc2OC)cc1OC (stereo not given),3,1,10,-4,1,.,8,0.9,6,1.7,1494
CCOc1ccc(C2OC(=O)Cc3cc(OC)c(OC)cc32)cc1 (stereo not given),-7,1,9,-10,0.9,.,4,0.9,4,.,1432
S=c1nc2ccccc2c2nc(-c3ccccc3)[nH]n12,4,1.1,77*,6,1.1,2,6,0.2,9,.,1601
C=C(C)C1CC=C(C)/C(=N/NC(=S)Nc2ccccc2)C1 (stereo not given),-5,1,45,1,1.1,5,4,0.5,7,-0.0031,1565
O=C(O)C1Cc2[nH]cnc2C(c2ccccc2O)N1 (stereo not given),2,0.9,24,-1,1,-2,8,0.8,4,-0.18,1483

# Fetched one by one from above:
SMILES,PPARg SRC-1 ag,PMI act,Diaph inh CS,PPARg SRC3 recr,PMI act satM6P,S1P3 antagonist,G6PDH CS,Diaph act CS,PPARg SRC-2 ag,ROMK mod,TR-FRET SRC-2 ct
Cc1cc(N2C(=O)C(=O)/C(=C(/O)c3ccc(F)cc3)C2c2ccc(F)cc2)no1 (stereo not given),2,1,7,0,1.1,.,3,0.9,5,-0.38,1588
C/C(=N\NC(=O)C(N)=O)c1ccc(OC(F)F)cc1,-1,1,1,3,1,9,-3,1,7,-1.2,1748
O=C(O)C1Cc2[nH]cnc2C(c2ccccc2O)N1 (stereo not given),2,0.9,24,-1,1,-2,8,0.8,4,-0.18,1483
C=C(C)C1CC=C(C)/C(=N/NC(=S)Nc2ccccc2)C1 (stereo not given),-5,1,45,1,1.1,5,4,0.5,7,-0.0031,1565
Cc1ccc(S(=O)(=O)NC2=NCN(C3CCCCC3)CN2)cc1,0,1,1,12,1.1,-30,1,1,2,.,1465
Cc1ccc2c(c1)C(C)CC(C)(C)N2C(=O)NC1CCCCC1 (stereo not given),-2,0.9,13,1,0.9,.,2,0.9,1,.,1492

# Additional compounds
SMILES,PPARg SRC-1 ag,PMI act,Diaph inh CS,PPARg SRC3 recr,PMI act satM6P,S1P3 antagonist,G6PDH CS,Diaph act CS,PPARg SRC-2 ag,ROMK mod,TR-FRET SRC-2 ct
O=C(c1ccc2ccccc2n1)N1CCN(c2ccccc2)CC1,2,1,13,0,1,22,-15,0.9,1,-0.035,1508
C=CCOc1ccc(/C=N/n2cncn2)cc1OC,-1,1,-2,-2,1,-12,-5,1,4,.,1326
O=C1CCCC2=C1C(c1ccc(Br)cc1)c1c([nH]c(=S)[nH]c1=O)N2 (stereo not given),-2,1,33,-1,1.2,-4,-27,0.7,2,.,1507
Cc1ccc2nc3ccc(N4CCN(C)CC4)nn3c(=O)c2c1,8,0.9,7,-3,0.9,9,3,0.9,-4,0.14,1747
CC(=O)Nc1ccc(S(=O)(=O)NCCc2ccccn2)cc1,-3,1.1,0,0,1,2,4,1,5,0.13,1755
CCCC1C(c2ccco2)NC(c2ccco2)CC1(C)O (stereo not given),-4,1,21,-12,1,-11,8,0.8,-14,0.0056,1493
CCn1c(O)c(C=C2N=c3ccccc3=N2)sc1=S,3,1.3,1,0,1.2,-5,7,1,-7,0.13,1591
CSC1=NCCN1C(=O)c1ccc2c(c1)OCO2,-2,1,-6,-1,1,3,10,1.1,-4,.,1491
Cc1onc(-c2ccccc2Cl)c1C(=O)Nc1nc2ccc(S(C)(=O)=O)cc2s1,-10,1,25,-3,1,12,10,0.7,-10,.,1463
CCCCC(CC)COC1(c2ccccc2)OC(=O)c2ccccc21 (stereo not given),-2,0.9,6,-6,0.9,.,5,0.9,3,0.45,1444
CC(C)OC(=O)Cn1nnc2c(cnn2-c2ccccc2)c1=O,6,0.9,14,3,0.8,.,7,0.9,9,0.64,1644
O=C(C1=C[C@@H](c2ccc(Br)cc2)C[C@@H](OCc2ccc(CO)cc2)O1)N1CCOCC1,5,1,33,-6,1,11,20,0.7,7,.,1448

# Exported tab-delimited: 5 of the compounds above.
mol	PPARg SRC-1 ag	PMI act	Diaph inh CS	PPARg SRC3 recr	PMI act satM6P	S1P3 antagonist	G6PDH CS	Diaph act CS	PPARg SRC-2 ag	ROMK mod	TR-FRET SRC-2 ct
O=C(C1=C[C@@H](c2ccc(Br)cc2)C[C@@H](OCc2ccc(CO)cc2)O1)N1CCOCC1	5	1	33	-6	1	11	20	0.7	7	.	1448
Cc1ccc2nc3ccc(N4CCN(C)CC4)nn3c(=O)c2c1	8	0.9	7	-3	0.9	9	3	0.9	-4	0.14	1747
CCCCC(CC)COC1(c2ccccc2)OC(=O)c2ccccc21 (stereo not given)	-2	0.9	6	-6	0.9	.	5	0.9	3	0.45	1444
O=C(c1ccc2ccccc2n1)N1CCN(c2ccccc2)CC1	2	1	13	0	1	22	-15	0.9	1	-0.035	1508
C=CCOc1ccc(/C=N/n2cncn2)cc1OC	-1	1	-2	-2	1	-12	-5	1	4	.	1326

# (cont.)
SMILES,PPARg SRC-1 ag,PMI act,Diaph inh CS,PPARg SRC3 recr,PMI act satM6P,S1P3 antagonist,G6PDH CS,Diaph act CS,PPARg SRC-2 ag,ROMK mod,TR-FRET SRC-2 ct
CCOc1cccc(=O)c2c(C)n(Cc3ccco3)c(C)c12,6,1.1,18,-13,0.9,0,7,0.8,6,-2.6,1494
CCC(SC1=NCCS1)C(=O)Nc1nnc(-c2ccccc2OC)s1 (stereo not given),3,0.8,14,2,0.8,.,-24,0.9,-1,.,1717
CCOC(=O)c1c(N2CCCCC2)c2ccccc2[nH]c1=O,-1,1,4,2,1,.,5,1,3,-0.46,1514
CCN(CC)c1ccc(C=Nc2cc(C)ccc2C)c(O)c1,21*,0.7,35,3,0.4,2,2,0.6,8,.,1541
Cc1cc(C)cc(Oc2ccccc2CO)c1,-8,0.9,27,-3,0.9,0,13,0.7,-2,-0.094,1605
O=C(c1nc2ccccn2c1CN1CCCC(c2nc3ccccc3o2)C1)N1CCCC1 (stereo not given),6,0.9,18,2,0.9,6,2,0.8,8,-0.95,1626
COCCNc1ccc([N+](=O)[O-])cc1C(=O)Nc1cccc(C)n1,2,1,11,2,0.9,-1,-1,0.9,5,-5.1*,1477
C#CCSc1nnc(-c2sc(-c3ccccc3)nc2C)n1C,3,1,6,6,1.1,.,3,0.9,0,.,1550
CCC(CC)NC(=O)c1cccc(Br)c1,-1,1,9,0,0.9,-3,-1,0.9,-4,.,1491
CCc1cc(C(=O)N2CCCC(CNC(=O)c3ccc(-c4ccccc4)cc3)C2)no1 (stereo not given),8,0.9,19,3,0.9,2,6,0.8,11,1.4,1781
Cc1ccc(NC(=O)/C=C\C(=O)NCC(=O)O)cc1,-2,1,17,-3,1,-12,6,0.8,1,-0.19,1588
CCCc1[nH]n(-c2nc3ccccc3s2)c(=O)c1C=NCC1CCCO1 (stereo not given),12,1,-10,-4,0.5,-8,8,1.1,8,.,1868
Cc1cc(C(=O)CN2C(=O)CCC2=O)c(C)n1Cc1ccccc1,-3,0.9,8,-6,0.9,-12,1,0.9,-12,2.6,1570
